Rv3671c inh – inhibits the M. tuberculosis serine protease Rv3671c; 320,000 compounds, 0.048% hits; inhibition, % at 5.96 µM; P9WHR9; AID 2606; in the data active means inhibition above about 38%;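 further: extracellular domain of Rv3671c used as enzyme; 0% = enzyme with DMSO and 100% = no enzyme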
UGM FP inh – Mtb UDP-galactopyranose mutase inhibition; purified UGM, fluorescence polarization probe displacement; inhibition, % at 10 µM; 320,000 compounds, 0.06% hits; AID 504406; in the data active means inhibition above about 10%, passing the limit was not always enough; inconclusive means no clear call, values can overlap the other calls
Target sequence (P9WIQ1 whole entry, looked up): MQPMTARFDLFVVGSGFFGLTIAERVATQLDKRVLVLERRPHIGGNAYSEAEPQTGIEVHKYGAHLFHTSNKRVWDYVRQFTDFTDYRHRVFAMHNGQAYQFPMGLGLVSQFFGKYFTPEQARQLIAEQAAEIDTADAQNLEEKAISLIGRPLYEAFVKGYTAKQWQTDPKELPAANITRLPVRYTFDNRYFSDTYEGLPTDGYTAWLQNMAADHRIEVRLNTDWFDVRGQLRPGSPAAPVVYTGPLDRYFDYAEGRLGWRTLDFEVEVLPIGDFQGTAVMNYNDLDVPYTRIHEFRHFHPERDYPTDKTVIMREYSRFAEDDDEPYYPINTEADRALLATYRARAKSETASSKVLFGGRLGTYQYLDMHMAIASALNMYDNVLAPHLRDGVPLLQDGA
FadD28 binding – inhibitors of Mycobacterium tuberculosis FadD28 bisubstrate binding; FadD28 bisubstrate probe binding, fluorescence polarization; inhibition, % at 12.5 µM; 360,000 compounds, 0.22% hits; AID 588549; in the data active means inhibition above about 8.5%, passing the limit was not always enough; inconclusive means no clear call, values can overlap the other calls
GDH-TPI inh – GDH-TPI coupled enzyme inhibition counter-screen; GDH-TPI coupled enzyme counterscreen, NADH absorbance; inhibition, % at 4.8 µM; 360,000 compounds, 1.2% hits; AID 588335;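 further: 0% = DMSO wells and 100% = wells lacking the enzyme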
BioA inh – inhibitors of Mycobacterium tuberculosis BioA enzyme | purified M. tuberculosis BioA enzyme, plate reader | inhibition, % at 9.99 µM | 360,000 compounds, 0.096% hits; in the data active means inhibition above about 40%; inconclusive means no clear call, values can overlap the other calls
BoNT-F LC inh – inhibitors of Botulinum neurotoxin F light chain protease | Multiplex microsphere protease cleavage assay, flow cytometry | 360,000 compounds, 0.22% hits | inhibition, % at 10 µM; in the data active means inhibition above about 35%, passing the limit was not always enough; inconclusive means no clear call, values can overlap the other calls; further: plate controls were buffer without enzyme for full effect and enzyme alone for no effect
Mtb FBA inh – inhibits M. tuberculosis FBA enzyme; purified M. tuberculosis FBA, fluorescence read-out; inhibition, % at 1 µM; 360,000 compounds, 2.3% hits; in the data active means inhibition above about 27%;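 further: 0% = vehicle and 100% = reference inhibitor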
Target sequence (P9WQA3 whole entry, looked up): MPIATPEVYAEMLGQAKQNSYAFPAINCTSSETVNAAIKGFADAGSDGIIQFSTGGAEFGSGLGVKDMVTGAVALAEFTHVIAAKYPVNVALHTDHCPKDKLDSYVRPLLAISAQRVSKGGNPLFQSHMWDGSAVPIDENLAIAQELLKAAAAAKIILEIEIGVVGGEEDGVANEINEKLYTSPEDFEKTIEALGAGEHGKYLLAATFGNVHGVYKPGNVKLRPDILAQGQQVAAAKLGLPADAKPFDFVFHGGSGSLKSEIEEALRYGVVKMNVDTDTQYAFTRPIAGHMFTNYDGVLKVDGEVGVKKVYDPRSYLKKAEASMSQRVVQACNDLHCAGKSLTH
CCHF vOTU inh – blocks the CCHF virus ovarian tumor domain protease. CCHFV vOTU protease, Pep-AMC fluorescence. inhibition, % at 11.5 µM. 370,000 compounds, 0.55% hits. AID 651958; further: 0% = vehicle wells with enzyme and 100% = no enzyme wells
MazEF act – increases E. coli MazEF RNase cleavage of RNA; FAM/BHQ RNA-DNA oligo cleavage fluorescence, 5 h; 350,000 compounds, 0.32% hits; activation, % at 20 µM; AID 504720; P0AE70; in the data active means activation above about 50%
Target sequence (P0AE70 whole entry, looked up): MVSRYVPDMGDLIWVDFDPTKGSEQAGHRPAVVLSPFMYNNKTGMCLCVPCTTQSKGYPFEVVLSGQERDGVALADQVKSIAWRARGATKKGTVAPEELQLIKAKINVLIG
DUSP3 inh – blocks human VHR1 dual specificity phosphatase. inhibition, % at 13.3 µM. AID 1654. P51452. recombinant VHR phosphatase, pNPP absorbance. 290,000 compounds, 0.52% hits; in the data active means inhibition above about 50%; further: some compounds called inactive have numbers as strong as hits
Target sequence (P51452 whole entry, looked up): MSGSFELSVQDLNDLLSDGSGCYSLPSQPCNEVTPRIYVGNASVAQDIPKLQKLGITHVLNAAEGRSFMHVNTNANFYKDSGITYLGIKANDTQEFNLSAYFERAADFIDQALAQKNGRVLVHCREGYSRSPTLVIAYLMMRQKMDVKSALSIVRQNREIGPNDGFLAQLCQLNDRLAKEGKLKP
* hit, by the source's call; ? = inconclusive; / = no result given; + = active, no number. Unless noted, no stated cut-off is given here; in the data, active means inhibition above about 30%; inactive means the rest.

SMILES	Rv3671c inh	UGM FP inh	FadD28 binding	GDH-TPI inh	BioA inh	BoNT-F LC inh	Mtb FBA inh	CCHF vOTU inh	MazEF act	DUSP3 inh
CC(=N\NC(=O)c1ccc([N+](=O)[O-])cc1)/C(=N/O)C(=O)Nc1ccccc1	0	-1.4	-1.6	1	-0.2	-3	-2	-2	4	14
COCCCn1c(SCC(=O)Nc2ccccc2F)nnc1-c1ccoc1C	-5	-1.1	-1.5	1	-0.7	-8	0	11	9	16
O=P(Oc1ccccc1)(Oc1ccccc1)N1CCN(c2ccc(F)cc2)CC1	0	4.0	-0.5	-5	/	-1	1	-2	-4	9
Cc1ccc(OCc2nnc(NC(=O)c3cccnc3)s2)cc1	-6	2.7	-0.9	18	/	-4	-2	7	1	15
CCOc1ccc(OCCC(=O)OCC(=O)N2CCN(c3ccc(OC)cc3)CC2)cc1	5	1.8	-1.4	1	-0.3	0	0	4	0	/
COc1ccccc1OCc1ccc(C(=O)N2CCN(C(=O)c3ccco3)CC2)cc1	-2	0.2	0.3	2	-0.4	-5	5	8	9	11
NC(=O)CCN(Cc1ccccc1)S(=O)(=O)c1ccccc1	-3	6.9	-4.8	-4	-1.4	-4	1	-12	3	29
CC(C)(C)S(=O)N1Cc2cc(C(=O)N3CCOCC3)nc(-c3cccc(Br)c3)c2[C@H]1CCO (some centres undefined)	/	/	0.9	/	-5.4	-11	0	17	/	/
Cc1c(C(=O)NCCc2ccccc2)oc2ccc(S(=O)(=O)N3CCOCC3)cc12	-3	-0.9	-2.2	1	-0.6	-18	-3	1	-6	-4
CCCCNC(=O)C1CC(=O)N(c2ccc(OC)cc2)C1c1ccc(OC)cc1 (centres undefined)	3	-2.0	1.2	15	-1.1	-6	1	-6	-2	19
O=C(COC(=O)COc1ccccc1F)Nc1ccc2c(c1)OCO2	0	1.8	-0.8	4	3.1	12	2	-1	4	/
Cc1cc(Cl)ccc1C(=O)C1CCCN(C(=O)c2cc(C(C)C)no2)C1 (centres undefined)	2	3.7	-0.7	3	1.7	-2	-1	5	1	22
COc1ccc(NC(=O)CCN2C(=O)C3CC=C(Cl)CC3C2=O)cc1 (centres undefined)	7	2.1	-2.6	2	/	0	-6	-14	0	-8
CCCCn1c(N)c(N(C)C(=O)C2CC(=O)N(Cc3ccco3)C2)c(=O)[nH]c1=O (centres undefined)	-1	1.9	-0.9	10	-0.3	-9	2	-19	3	/
CC(=O)Nc1ccc(-c2ccnc3c2CC(C(=O)Nc2cccc(Oc4ccccc4)c2)O3)cc1 (centres undefined)	/	/	-2.4	-4	-0.3	-9	4	5	/	/
CN(C)c1ccc(/C=C(\Cl)c2nc3ccccc3s2)cc1	5	-3.1	-3.1	6	-2.8	-12	-4	/	-68	8
Cc1ccc(CNS(=O)(=O)N(C)C)cc1	-3	-0.4	-3.1	6	2.0	5	-3	-5	-3	26
CCOC(=O)C1(CCc2ccccc2)CCN(C(=O)c2cc(C)nc(C)n2)CC1	0	-1.1	-4.5	3	/	-5	-1	-15	2	28
O=C1COc2ccc(C(=O)COC(=O)c3ccc([N+](=O)[O-])cc3Cl)cc2N1	/	/	-0.2	6	-1.4	12	4	0	7	/
Cc1cc2nc(CCN3CCOCC3)n(S(=O)(=O)c3ccc(C(C)(C)C)cc3)c2cc1C	3	2.2	-4.0	0	-1.4	-15	-2	-2	-13	13
Cn1nnnc1Sc1ncnc2scc(-c3cccs3)c12	-4	2.3	-3.9	/	0.4	/	/	/	-3	/
Cc1cc(C)n(-c2nnc(C)n2/N=C/c2ccco2)n1	2	-1.3	0.6	6	-2.8	16	-2	-1	-9	32
Cc1cc(NC(=O)COC(=O)CCS(=O)(=O)c2ccc(Cl)cc2)no1	2	0.7	0.9	-7	-1.3	17	-1	1	9	7
O=C(COC(=O)c1cccs1)Nc1cccc(S(=O)(=O)NC2=NCCCCC2)c1	2	-3.2	-4.4	1	/	1	9	0	7	4
O=C(c1ccccc1-c1ccccc1)N1CCCCC1	3	-1.3	-1.4	-4	/	1	-4	-1	3	5

(next part)
SMILES	Rv3671c inh	UGM FP inh	FadD28 binding	GDH-TPI inh	BioA inh	BoNT-F LC inh	Mtb FBA inh	CCHF vOTU inh	MazEF act	DUSP3 inh
Oc1ccc(C=NC2CCCCC2)c(O)c1	7	-0.8	-3.9	19	/	-3	0	11	20	2
CCOc1ccc(N2CC(C(=O)NCCc3ccccc3)CC2=O)cc1 (centres undefined)	-4	-0.6	-0.2	6	-1.1	-11	1	-5	2	14
N/C(CN1CCSCC1)=N\OCc1c(F)cccc1Cl	4	-0.9	0.4	5	2.1	3	1	6	7	9
CN(N=Nc1ccc([N+](=O)[O-])cc1)c1ccccc1	-7	26*	0.1	13	-7.1	-1	-9	11	+	-5
COc1ccc(C2C(C(=O)Nc3cc(C)on3)c3ccccc3C(=O)N2C)cc1OC (centres undefined)	-2	-0.3	-0.1	0	3.5	2	2	9	-1	8
CCn1c(=O)c(C(=O)NCc2ccccc2)c(O)c2ccccc21	0	-1.1	-2.3	3	-1.0	7	2	-12	-13	-3
COc1ccc(OC)c(C2C(C#N)=C(N)Oc3cc(N)ccc32)c1 (centres undefined)	5	-2.4	0.1	4	0.0	-8	0	-7	4	-8
CCOc1ccc2nc(NCCCO)[nH]c2c1	3	-2.9	-0.9	-7	-0.1	-24	1	-23	9	18
O=C(NCCCc1ccccc1)C(=O)NCC1OCCN1S(=O)(=O)c1ccc(F)cc1 (centres undefined)	4	-0.5	-3.5	0	-0.2	-10	-1	3	-4	10
O=C(OCc1nc2scc(-c3ccccc3)c2c(=O)[nH]1)c1ccco1	-4	4.4	-4.8	-2	-0.4	?	-1	-10	-1	/
CC(C)(Oc1ccc(Cl)cc1)C(=O)N1CCC(C(N)=O)CC1	-7	2.0	-1.0	-1	-1.1	0	0	-24	4	29
Cc1ccc2cc(C)c(SCC(=O)NCc3ccco3)nc2c1	-17	0.2	-1.4	-1	-1.7	-5	1	16	-3	26
CN(CCc1ccccc1)C(=O)c1ccc(NC(=O)Cc2ccc(NC(=O)C3CCCN(C(=O)CCc4ccccc4)C3)cc2)cc1 (centres undefined)	/	/	-1.1	6	-1.4	-4	-2	1	-33	/
Cc1ccc2c(c1)nnn2C1CCN(CC(=O)N(c2ccccc2)c2ccccc2)CC1	0	1.6	-2.5	9	1.0	-7	3	7	4	7
Cc1ccc(Cn2nnnc2CN2CCC(n3nnc4cc(C)ccc43)CC2)cc1	9	-1.3	-5.0	8	/	16	-8	-3	2	21
Cc1nnc(N(Cc2ccccc2)C(=O)c2cnccn2)s1	2	4.3	-2.7	10	-0.1	-269	0	24	-5	13
COc1ccc(/C=C/C(=O)N2CCN(S(=O)(=O)c3ccccc3Br)CC2)cc1OC	-10	0.1	0.1	29	-6.0	0	10	-7	3	/
O=C1NC(=Nc2ccccc2)S/C1=C/c1cccs1	-18	2.3	-2.2	23	/	-1	-2	11	-13	-9
CCN(C(=O)Cn1nc(C)c([N+](=O)[O-])c1C)C1CCS(=O)(=O)C1 (centres undefined)	-3	-0.4	-1.7	-9	/	-9	-1	-6	4	/
CCOC(=O)[C@H]1[C@H]2COc3ccc(Br)cc3[C@@H]2N2C(=O)N(c3ccc(F)cc3)C(=O)[C@@]12C	-10	-0.6	-2.4	1	-1.7	-11	1	3	3	/
CN1CCN(C(=O)C2=C[C@@H](c3ccccc3)C[C@@H](OCCCCO)O2)CC1	-9	1.4	-0.6	13	2.7	-1	5	0	3	12
O=C1C=C(c2cc3ccccc3s2)C[C@@H](c2ccc(Cl)cc2)C1	-14	4.4	-3.2	1	0.5	2	0	3	-4	/
Cc1nc(N2CCN(c3ccccc3)CC2)[nH]c(=O)c1Cc1ccccc1	7	-0.8	-2.9	-3	-1.4	7	0	1	3	17
Fc1ccc(-c2csc(Nc3ccccn3)n2)cc1	-2	-0.6	-2.1	6	-1.0	11	-2	-8	-2	-5
COc1ccccc1N1CCN(/N=C/c2ccc(C(=O)O)cc2)CC1	8	1.5	-0.7	7	-0.5	-9	0	4	12	-7

The last two compounds of the part above are carried over, then new ones follow.
SMILES	Rv3671c inh	UGM FP inh	FadD28 binding	GDH-TPI inh	BioA inh	BoNT-F LC inh	Mtb FBA inh	CCHF vOTU inh	MazEF act	DUSP3 inh
Fc1ccc(-c2csc(Nc3ccccn3)n2)cc1	-2	-0.6	-2.1	6	-1.0	11	-2	-8	-2	-5
COc1ccccc1N1CCN(/N=C/c2ccc(C(=O)O)cc2)CC1	8	1.5	-0.7	7	-0.5	-9	0	4	12	-7
CCOC(=O)c1cnc(-n2cc(C)cn2)nc1Nc1ccccc1OC	8	-0.5	-5.2	10	0.0	0	-3	13	10	20
COc1ccc(/C=N/Nc2ncnc3sc4c(c23)CCCC4)cc1O	8	-0.6	-3.4	34*	/	-15	3	3	-2	2
O=C(COC(=O)c1cc(Br)ccc1O)Nc1ccc2c(c1)OCCO2	-3	/	-2.5	11	-2.3	12	9	-7	-10	/
CCOC(=O)c1c(NC(=O)c2cc(-c3ccc(O)cc3)on2)sc(C(C)=O)c1C	-2	1.4	-0.6	6	-1.3	4	2	-10	-5	11
O=C(/C=C/c1ccc(O)c(O)c1)NC(=O)c1ccccc1O	-3	0.3	-0.6	17	-1.7	-3	-9	14	-15	33
CCOc1ccccc1C=NNC(=O)c1cccc2ccccc12	/	/	-3.8	12	/	-1	0	-4	5	/
C=CC[C@@H](CC(=O)N[C@@H](CO)Cc1ccccc1)C(=O)N[C@@H](COC(=O)[C@@H](CC=C)Cc1ccc(F)cc1)Cc1ccccc1	4	/	-4.3	9	-1.7	0	-2	2	4	/
COc1ccc(S(=O)(=O)N2CCOCC2)cc1NC(=O)Cc1sc(C)nc1-c1ccc(F)cc1	-1	-2.3	-3.3	15	0.2	-9	-1	-3	3	/
NC(=O)[C@H]1CC2(CC(c3cccc(NC(=O)[C@H]4CCC(=O)N4)c3)=NO2)CN1C(=O)CC(c1ccccc1)c1ccccc1 (some centres undefined)	-2	0.1	/	/	/	/	/	5	5	22
CC1(C)O[C@@H]2[C@H](O1)[C@@H](CO)O[C@H]2n1c(N2CCCCC2)nc2c(N)ncnc21	8	2.2	0.5	-1	-2.3	8	1	1	2	/
Cn1cccc1Cc1nnc(SCC(=O)NCCc2ccccc2)n1-c1ccc(F)cc1	-5	3.3	-2.4	1	5.6	-3	2	3	-1	5
CCN(CC(=O)Nc1c(F)cccc1F)C(=O)c1cc2ccccc2oc1=O	8	/	0.6	19	-1.1	8	4	-3	6	/
O=C(CNCCc1ccccc1)Nc1ccc(C(=O)N2CCCCC2)cc1	-8	6.0	0.7	-2	-0.2	-3	3	14	9	66
O=C(O)/C=C/c1cn(Cc2ccccc2Cl)nc1-c1ccccc1	3	5.3	0.4	21	-2.0	1	3	10	4	1
Cc1cccc(CC(=O)Nc2cc(C)c3c(=O)oc4ccccc4c3n2)c1	-9	8.5	-1.9	8	-0.1	1	6	-3	4	7
CCCCC1=CC2=CC(=O)C(C)(OC(=O)CC)C(=O)C2=CN1Cc1ccco1 (centres undefined)	0	-0.3	-2.2	14	0.6	-10	0	/	6	4
COc1cc2c(cc1OC)C(=NO)CCCC2	/	/	-2.6	12	0.1	6	1	1	-2	/
COc1ccccc1C(=O)NC(=O)COC(=O)CNC(=O)c1ccccc1	-4	0.7	0.3	16	0.3	?	-2	0	-1	/

Of the compounds above, four have an NH in an aromatic ring.
SMILES	Rv3671c inh	UGM FP inh	FadD28 binding	GDH-TPI inh	BioA inh	BoNT-F LC inh	Mtb FBA inh	CCHF vOTU inh	MazEF act	DUSP3 inh
CCCCn1c(N)c(N(C)C(=O)C2CC(=O)N(Cc3ccco3)C2)c(=O)[nH]c1=O (centres undefined)	-1	1.9	-0.9	10	-0.3	-9	2	-19	3	/
CCOc1ccc2nc(NCCCO)[nH]c2c1	3	-2.9	-0.9	-7	-0.1	-24	1	-23	9	18
O=C(OCc1nc2scc(-c3ccccc3)c2c(=O)[nH]1)c1ccco1	-4	4.4	-4.8	-2	-0.4	?	-1	-10	-1	/
Cc1nc(N2CCN(c3ccccc3)CC2)[nH]c(=O)c1Cc1ccccc1	7	-0.8	-2.9	-3	-1.4	7	0	1	3	17

Source: PubChem BioAssay
